FBPA Giardia inh = blocks Giardia fructose-bisphosphate aldolase activity. A8B2U2. purified Giardia FBPA. Potency, µM (doses to about 59.6 µM), for inactives: at the highest dose activity, negative = inhibition, hits mostly inhibitors. 290,000 compounds, 0.71% hits. AID 2451; also: potency is read from the fitted curve at half-maximal effect; % is scaled to controls: 0 for no effect and ±100 for the full control effect; nearly all actives have a fitted effect of over 55% in size
Target sequence (A8B2U2 whole entry, looked up): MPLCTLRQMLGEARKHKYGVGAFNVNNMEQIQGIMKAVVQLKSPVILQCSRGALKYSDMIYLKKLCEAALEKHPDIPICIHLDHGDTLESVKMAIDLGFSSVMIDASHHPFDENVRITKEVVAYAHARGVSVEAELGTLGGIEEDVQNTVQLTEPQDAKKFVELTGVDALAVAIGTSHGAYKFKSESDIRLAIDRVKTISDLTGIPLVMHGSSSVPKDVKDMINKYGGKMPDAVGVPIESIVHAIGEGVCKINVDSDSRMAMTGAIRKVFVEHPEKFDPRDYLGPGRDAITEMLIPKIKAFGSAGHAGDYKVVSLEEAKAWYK
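Giardia FBPA (40 nM reagent) was preincubated 10 min at RT with compound (up to 57.5 uM final), then substrate plus GAPDH/TPI/NAD/arsenate coupling system with diaphorase/resazurin was added; resorufin fluorescence (525/598 nm) was read after 20 min.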
AmpC no deterg = inhibitors of E. coli AmpC beta-lactamase without detergent; P00811; AmpC nitrocefin hydrolysis, absorbance 480 nm, 0.0001% Triton; Potency, µM (highest dose often 57.1 µM), inactives show top-dose activity change, negative = inhibition, hits mostly inhibitors; 330,000 compounds, 0.52% hits;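 also: potency is read from the fitted curve at half-maximal effect; plate controls were no compound for no effect and no enzyme for full effect; nearly all actives have a fitted effect of over 20% in size; some results filed as inactive show a strong effect at the top dose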
Target sequence (P00811 whole entry, looked up): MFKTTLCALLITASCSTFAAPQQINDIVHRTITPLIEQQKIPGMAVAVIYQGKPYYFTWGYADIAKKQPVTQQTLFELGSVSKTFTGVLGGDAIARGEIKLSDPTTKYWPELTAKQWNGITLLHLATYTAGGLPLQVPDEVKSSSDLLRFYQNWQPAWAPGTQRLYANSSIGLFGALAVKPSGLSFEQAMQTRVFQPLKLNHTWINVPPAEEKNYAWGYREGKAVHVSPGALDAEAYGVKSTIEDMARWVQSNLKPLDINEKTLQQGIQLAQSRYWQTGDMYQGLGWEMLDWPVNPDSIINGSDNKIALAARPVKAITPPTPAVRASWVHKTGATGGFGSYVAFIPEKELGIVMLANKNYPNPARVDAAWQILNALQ
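AmpC (5.3 nM in the dispensed reagent) in 20 mM phosphate pH 7.0 with 0.01% (detergent screen) or 0.0001% Triton X-100 was preincubated with compounds for 15 min at room temperature. Nitrocefin was then added from an 800 uM solution, and hydrolysis was followed at 480 nm.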
CHX counter = affects cycloheximide protein synthesis inhibition readout, counter-screen; cell reporter, cycloheximide protein synthesis inhibition counterscreen; 300,000 compounds, 12% hits; max response, %; AID 2314; in the data active = max response mostly above about 13%, no sharp cut-off; inactive = mostly below about 14%; also: read at 38.3 µM for the half of the compounds with a filed dose; 0% is about no effect
HCMV antiviral = inhibitors of human cytomegalovirus | HFF cells, HCMV-luciferase reporter, 72 h; active compounds read low | activity change, negative = inhibition, % at 57.5 µM | AID 1259415 | 410,000 compounds, 4.5% hits; in the data active = activity change below about -60%; inconclusive = no clear call, values can overlap the other calls; inactive = above about -39%; also: % is scaled to controls: 0 for no effect and ±100 for the full control effect
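Compounds were evaluated in HFFs infected with an HCMV luciferase reporter virus (MOI 1 PFU/cell). Luciferase in lysates collected 72 h post infection served as the replication measure.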
AMA1 RON2 block = inhibitors of Plasmodium falciparum AMA1-RON2 interaction; Potency, µM (top dose mostly 58.2 µM), without a hit: at the highest dose activity change, negative = inhibition, hits mostly inhibitors; AlphaScreen AMA1-biotinylated RON2 peptide binding; 360,000 compounds, 0.2% hits;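 also: potency is read from the fitted curve at half-maximal effect; 0% = vehicle wells and -100% = peptide control; nearly all actives have a fitted effect of over 45% in size; some results filed as inactive show a strong effect at the top dose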
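AMA1 (3D7) with his tag at 25 nM final met compounds first, then biotinylated RON2 peptide at 25 nM; detection used donor plus acceptor beads, 10 µg/mL apiece, read by AlphaScreen after 30 min at room temperature.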
AmpC inh detg = inhibitors of E. coli AmpC beta-lactamase with detergent; P00811; AmpC hydrolysis of nitrocefin, absorbance 480 nm, 0.01% Triton; Potency, µM (top dose mostly 114 µM), inactives show at the highest dose activity change, negative = inhibition, actives largely listed as inhibitors; 370,000 compounds, 0.041% hits; AID 485294;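 also: potency is read from the fitted curve at half-maximal effect; 0% = no-compound wells and -100% = no-enzyme wells; nearly all actives have a fitted effect of over 25% in size; some results filed as inactive show a strong effect at the top dose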
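20 mM phosphate pH 7.0 + 0.01% (detergent screen) or 0.0001% Triton X-100; 5.3 nM AmpC reagent; cpd preinc 15 min RT; nitrocefin (800 uM stock) to start; A480 q20 s × 4 min; Activity was normalised to no-enzyme and no-compound control wells.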
Shiga toxin inh = blocks Shiga toxin action in Vero cells. Vero cells, Shiga toxin protein synthesis inhibition reporter. inhibition, % at 38.7 µM. 290,000 compounds, 9.2% hits. AID 2315; in the data active = inhibition mostly above about 28%, no sharp cut-off; inactive = mostly below about 43%; also: 0% is about no effect
Numbers without * were called inactive; ? = inconclusive; nt = no result given; [ ] = dose if it differs, or a comment. Unless noted, calls follow the shape of the dose curve; as a rule, active = well fitted curve in the direction sought with a large enough effect; inconclusive = small, poorly fitted or top-dose-only effect, or another doubt; inactive = no such curve, though single readings can be large; an effect the other way counts as inactive or inconclusive.

SMILES | FBPA Giardia inh | AmpC no deterg | CHX counter | HCMV antiviral | AMA1 RON2 block | AmpC inh detg | Shiga toxin inh
Cc1cccc(OCC(=O)N/N=C\c2cn(C)c3ccccc23)c1 | -9.8% | 162.3%[activator] | -5.5 | -21.3 | -11.9% | -7.8% | -3.0
COc1ccc(CNCc2ccncc2)c(OC)c1 | -15.9% | -7.8% | -2.4 | -3.7 | 3.3% | -15.0% | -20.8
O=C(Nc1cccc(-c2cn3ccccc3n2)c1)c1cc2ccccc2oc1=O | 1.6% | -16.9% | 59.3* | 15.1 | 4.9% | -2.1% | 71.4*
COc1cccc(OCC(=O)Nc2ccccc2NC(C)=O)c1 | 6.5% | -6.6% | 4.6 | 7.3 | 0.3% | -3.5% | 24.8
C/C(=N\NC(=O)CN(c1ccccc1)S(=O)(=O)c1ccccc1[N+](=O)[O-])C(C)(C)C | -1.3% | -21.3% | -2.3 | -62.9* | 53.3%[activator] | -12.0% | -12.2
O=C(NC12CC3CC(CC(C3)C1)C2)c1ccccc1 | 0.1% | -21.4% | -1.4 | ? | -6.9% | -14.6% | 19.5
O=C(c1ccccc1)c1ccc(Cn2cc(CCCO)nn2)cc1 | 1.6% | 60.2%[activator] | 8.1 | ? | -4.1% | 10.0% | 16.9
CCC/C(O)=C1\C(=O)CC(C)(C)CC1=Nc1ccc(OC)cc1 | 4.5% | 10.3% | -0.8 | 8.5 | -1.0% | -12.9% | nt
O=C(COc1ccc(Br)cc1)N/N=C1\SCC(=O)N1c1ccc(F)cc1 | 3.4% | -20.8% | -7.6 | -20.9 | -5.3% | ? | -5.7
COc1ccccc1NS(=O)(=O)c1cccc(N2CC(O)=C(c3ccccc3)C2=N)c1 | 2.5% | -25.1% | -1.9 | -12.0 | -5.9% | -5.9% | -12.2
O=C(Nc1ccccc1C(=O)NC(Cc1ccccc1)C(=O)O)c1ccco1 (stereo unspecified) | -1.7% | -18.6% | 5.4 | -13.2 | 29.3% | ? | -2.9
Cc1cccc(CCNC(=O)C2CCN(S(=O)(=O)c3cccc4nsnc34)CC2)c1 | 4.8% | -4.2% | -4.4 | -37.1 | 10.1% | -5.4% | -8.0
Cc1ccc(C)c(NC(=O)C2CC(O)CN2C(=O)Oc2ccccc2)c1 (stereo unspecified) | 0.6% | -9.4% | -2.4 | -26.0 | 16.1% | -12.2% | -25.9
C=CCN1C(=O)NC(=O)/C(=C/c2ccc(OCC(=O)Nc3ccc(C)cc3)cc2)C1=O | -1.7% | -28.3% | 14.5* | 64.1 | -5.3% | -9.1% | 28.9
Cc1c(C(=O)COC(C)(C)C)[nH]c2ccccc12 | 5.0% | -12.3% | 20.3* | -20.9 | 12.9% | -9.9% | 24.5
CCC(C)NCCOc1ccccc1C (stereo unspecified) | ? | -23.9% | -3.8 | -14.5 | -24.6% | -0.2% | -5.2
Cc1nn(-c2ccccc2)c(N2CCCC2)c1/C=N/Nc1ccc(S(N)(=O)=O)cc1[N+](=O)[O-] | 0.1% | -18.8% | -1.4 | ? | ? | -5.9% | -12.3
Cc1sc2ncnc(SCC(=O)NC(C)C(C)C)c2c1C (stereo unspecified) | 1.5% | -0.1% | 17.1 | 27.2 | 4.7% | 5.8% | -4.2
Cc1c(OCC(=O)NCC(O)c2ccccc2)ccc2c3c(c(=O)oc12)CCCC3 (stereo unspecified) | -4.4% | 61.9%[activator] | -7.2 | ? | 2.1% | -3.1% | -8.4
c1cc(-c2cccs2)nc(-c2cccs2)c1 | 0.3% | -16.9% | 45.6* | -23.9 | -13.9% | ? | 52.7*

Structures above with a nitro group on carbon, in the order listed:
SMILES | FBPA Giardia inh | AmpC no deterg | CHX counter | HCMV antiviral | AMA1 RON2 block | AmpC inh detg | Shiga toxin inh
C/C(=N\NC(=O)CN(c1ccccc1)S(=O)(=O)c1ccccc1[N+](=O)[O-])C(C)(C)C | -1.3% | -21.3% | -2.3 | -62.9* | 53.3%[activator] | -12.0% | -12.2
Cc1nn(-c2ccccc2)c(N2CCCC2)c1/C=N/Nc1ccc(S(N)(=O)=O)cc1[N+](=O)[O-] | 0.1% | -18.8% | -1.4 | ? | ? | -5.9% | -12.3

The listing continues.
SMILES | FBPA Giardia inh | AmpC no deterg | CHX counter | HCMV antiviral | AMA1 RON2 block | AmpC inh detg | Shiga toxin inh
COc1ccccc1CNC(=O)CCNC(=O)Cn1ccc2ccccc2c1=O | -0.1% | 2.1% | 0.7 | 25.6 | -0.1% | 0.6% | 12.1
CC(C)C(=O)N1N=C(c2ccc(NS(C)(=O)=O)cc2)CC1c1cccs1 (stereo unspecified) | 6.7% | -55.8% | -2.4 | 49.6 | -29.4% | -4.0% | 20.9
COP(=S)(OC)Oc1ccc([N+](=O)[O-])c(C)c1 | -3.9% | nt | 11.6 | nt | nt | nt | -6.2
NCc1cccc(-n2cccn2)c1 | -1.4% | -11.5% | 1.6 | 23.6 | 21.1% | -5.7% | 25.4
CCOc1ccc(NC(=O)Cn2nnc3c(cnn3-c3ccc(F)cc3)c2=O)cc1 | 1.3% | -22.9% | -3.0 | 12.2 | 3.8% | -12.2% | -2.0
CC(=O)NCCNC(=O)c1ccc(Cn2c(=O)[nH]c3ccsc3c2=O)cc1 | -1.6% | -4.2% | 11.1 | 18.0 | -2.2% | -1.6% | -0.9
COc1ccccc1C(=O)Nc1sc2c(c1C(N)=O)CCCC2 | -1.3% | -21.4% | 12.1 | 57.0 | 9.6% | -7.1% | 43.9
O=c1[nH]c2ccccc2c(O)c1O | 3.97µM* | -16.4% | 0.5 | ? | 10.6% | ? | -8.7
CC(=O)Nc1nnc(-c2ccco2)o1 | -14.0% | -12.1% | 2.3 | -20.3 | 0.9% | -6.3% | 15.7
NC(=O)c1ccc[n+](CC(=O)Nc2ccccc2C(=O)O)c1 | -2.2% | -2.6% | 1.3 | -20.3 | -6.3% | 2.3% | -6.3
COc1ccc(S(=O)(=O)N(C)C[C@H]2Oc3c(NS(=O)(=O)c4ccc(F)cc4)cccc3C(=O)N([C@H](C)CO)C[C@@H]2C)cc1 | nt | 216.3%[activator] | nt | 8.9 | 2.1% | nt | nt
CC(C)C(NS(=O)(=O)c1cccs1)C(=O)Nc1nc(C(C)(C)C)cs1 (stereo unspecified) | -6.9% | ? | -2.5 | -30.0 | -7.5% | -1.2% | -12.7
CN1CCN(c2ccc(C(CC(N)=O)NC(=O)c3ccccc3)cc2[N+](=O)[O-])CC1 (stereo unspecified) | 9.1% | -7.0% | -2.3 | -62.4* | -19.7% | ? | -9.2
Cc1cc(-c2nnc(SCC(=O)Nc3ccc(S(N)(=O)=O)cc3)n2N)n[nH]1 | nt | -6.2% | 1.4 | 10.8 | 3.5% | -10.0% | -4.7
CCN(CC)C(=O)CC(c1ccc(F)cc1)c1ccc(OC)cc1 (stereo unspecified) | 1.6% | 35.0% | 0.4 | -66.8* | -8.2% | -14.6% | -4.1
COc1ccc(C2NC(=O)C(=O)/C2=C(\O)c2ccc(Cl)cc2)cc1OC (stereo unspecified) | -15.8% | -11.9% | -4.0 | -2.0 | -7.5% | -1.2% | -18.0
CCc1ccc(N2CC(C(=O)OCc3nc4ccsc4c(=O)[nH]3)CC2=O)cc1 (stereo unspecified) | nt | -18.9% | nt | 54.8 | 0.0% | -1.1% | nt
Cc1ccc(C(=O)Oc2cccc(NC(=O)c3ccccc3)c2)cc1C | 0.2% | -19.7% | 16.4* | -15.2 | -1.6% | -9.7% | 6.8
Cc1cc(Cl)ccc1C(=O)C1CCCN(C(=O)c2n[nH]c3c2CCCC3)C1 (stereo unspecified) | -0.8% | 24.1% | 2.6 | -38.9 | -4.4% | -2.3% | 17.8
CC(C)c1ccc(NC2CCCN(C(=O)CC3CCCC3)C2)cc1 (stereo unspecified) | nt | 146.4%[activator] | 10.8 | -36.0 | -14.2% | -0.6% | 30.4
C=CCOc1cccc(/C=C/c2nc3ccccc3c(=O)[nH]2)c1 | -21.4% | -35.0% | 41.0* | 85.3 | -16.3% | -13.7% | 71.0*
CN(C(=O)c1ccccc1F)C(c1ccccc1)c1ccccc1 | -5.5% | -2.4% | 0.7 | 14.9 | -1.8% | 7.3% | 24.0
CCOC(=O)N1CCN(C(=O)CSc2nc3nc(C)cc(C)n3n2)CC1 | nt | -15.6% | nt | 21.7 | 10.9% | nt | nt
COc1ccc(S(=O)(=O)Nc2ccc(C)cn2)cc1 | -8.4% | -11.1% | 1.7 | -29.2 | 3.1% | ? | -10.9
CSCCC(NC(=O)c1ccccc1)C(=O)NCc1ccc(S(N)(=O)=O)cc1 (stereo unspecified) | 2.6% | -32.4% | -1.7 | -20.9 | 0.8% | 2.4% | -5.3
CCC(=O)Nc1ccc(-c2csc(NNC(C)=O)n2)cc1 | -12.2% | -32.6% | -1.2 | 105.9 | 72.0%[activator] | ? | 2.4
COc1ccc(CC(=O)OCC(=O)Nc2ccc(OC(F)F)cc2)cc1OC | nt | -14.0% | nt | -27.5 | -2.8% | -2.6% | nt
CCCOP(=O)(OCCC)C(Nc1ccc(C(=O)O)cc1)c1ccccc1 (stereo unspecified) | ? | 0.5% | -2.0 | ? | 0.0% | 1.3% | 17.2
N#C/C(C(N)=O)=C1/SC(Cc2ccc(F)cc2)C(=O)N1c1ccccc1 (stereo unspecified) | -0.6% | -12.2% | -3.8 | 4.0 | 0.0% | -2.2% | -4.5
O=C1CCCC/C=C\C[C@H](CC(=O)N(CCO)Cc2ccccc2)C(=O)N[C@@H](Cc2ccccc2)CO1 | nt | 106.1%[activator] | nt | 29.5 | -4.3% | nt | nt
Cc1ccc(N2CC(C(=O)Nc3cccc(F)c3)CC2=O)cc1 (stereo unspecified) | 4.0% | 12.4% | -5.2 | 24.7 | -5.6% | -11.5% | 37.5
O=C(Nc1ccccc1Oc1ccccc1)c1cc([N+](=O)[O-])ccc1Cl | 0.1% | -44.2% | -3.1 | -77.4* | -13.9% | ? | -4.1
O=C(CN1CCc2ccccc2C1)Nc1ccccc1C(F)(F)F | ? | 33.2% | -2.3 | -17.1 | 17.2% | -11.2% | -2.7
NC(=O)c1ccc(NC(=O)c2ccc(COc3ccccc3Br)cc2)cc1 | nt | -26.9% | nt | -19.2 | 8.5% | 0.0% | nt
Cc1cccc(NC(=S)NC(=O)c2ccco2)n1 | -18.4% | -14.0% | 16.3* | 22.5 | 16.7% | -10.8% | 35.3
COC(=O)COc1ccc(S(=O)(=O)NCCC2=CCCCC2)cc1Cl | -4.0% | -15.8% | 0.6 | 39.3 | -9.5% | 0.4% | -17.4

Of the compounds above, these contain bromine.
SMILES | FBPA Giardia inh | AmpC no deterg | CHX counter | HCMV antiviral | AMA1 RON2 block | AmpC inh detg | Shiga toxin inh
O=C(COc1ccc(Br)cc1)N/N=C1\SCC(=O)N1c1ccc(F)cc1 | 3.4% | -20.8% | -7.6 | -20.9 | -5.3% | ? | -5.7
NC(=O)c1ccc(NC(=O)c2ccc(COc3ccccc3Br)cc2)cc1 | nt | -26.9% | nt | -19.2 | 8.5% | 0.0% | nt
